V1aR counter = agonists of human V1a receptor, primary screen, counter-screen for OXTR agonist project, fluorescence, CHO-V1R cells | 320,000 tested, 0.25% active | Vasopressin V1a receptor (Homo sapiens), P37288 | activation, % at 3 µM | AID 2797, 2010 | Fluo-8 calcium fluorescence, agonist mode; 0% DMSO, 100% 3 nM vasopressin;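 active = activation above the mean activation of all tested compounds plus 3 SD, per screening run, cut at about 20% in these data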;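 also: signal is peak over basal fluorescence ratio across a 100 second FLIPR read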
Target sequence (P37288 whole entry, looked up): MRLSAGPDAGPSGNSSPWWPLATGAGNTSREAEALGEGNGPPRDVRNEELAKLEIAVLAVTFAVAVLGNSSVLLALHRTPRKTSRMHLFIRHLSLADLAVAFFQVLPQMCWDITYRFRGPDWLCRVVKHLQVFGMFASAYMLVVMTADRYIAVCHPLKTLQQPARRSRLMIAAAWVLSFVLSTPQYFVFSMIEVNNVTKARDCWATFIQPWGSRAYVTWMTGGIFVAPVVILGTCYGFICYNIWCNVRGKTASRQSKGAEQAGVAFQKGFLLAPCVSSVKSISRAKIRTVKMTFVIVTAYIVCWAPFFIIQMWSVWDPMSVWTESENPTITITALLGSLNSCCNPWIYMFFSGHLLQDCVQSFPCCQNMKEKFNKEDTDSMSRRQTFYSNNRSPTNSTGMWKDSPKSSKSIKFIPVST
OXTR potentiate = human OXTR potentiators, primary screen, fluorescence, CHO-OTR cells, Fluo-8 calcium; Fluo-8 calcium fluorescence, potentiator mode; 0% = oxytocin EC15, 100% = EC100; activation, % at 3 µM; 320,000 tested, 0.061% active;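 active = activation above that plate's cutoff, the mean activation of tested compounds plus 3 SD, cut at about 6.6% in these data, passing the limit was not always enough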;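 also: 100% uses oxytocin at 75 nM as the full agonist control; some results filed as inactive read as strong as hits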
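Replication – single well per compound, singlicate · Assay system – CHO cell line stably expressing human OTR · Timing – 6 min pre-incubation, 100 s read · Measure – normalized max/min fluorescence ratio, % activation · Doses – 3.0 µM, one dose · Detection – Fluo-8 calcium dye fluorescence · Probe or stimulus – oxytocin near EC15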
GPR7 antag = GPR7 receptor antagonists, primary screen, cell-based, fluorescence, single concentration. Neuropeptides B/W receptor type 1 (Homo sapiens), P48145. GPR7-expressing cells, fluorescence antagonist assay. inhibition, % at 4.4 µM. 290,000 tested, 1.1% active; in the data active = inhibition above about 16%, passing the limit was not always enough;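 also: cells stimulated with the agonist NPW; 0% = agonist with vehicle and 100% = vehicle without agonist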
Target sequence (P48145 whole entry, looked up): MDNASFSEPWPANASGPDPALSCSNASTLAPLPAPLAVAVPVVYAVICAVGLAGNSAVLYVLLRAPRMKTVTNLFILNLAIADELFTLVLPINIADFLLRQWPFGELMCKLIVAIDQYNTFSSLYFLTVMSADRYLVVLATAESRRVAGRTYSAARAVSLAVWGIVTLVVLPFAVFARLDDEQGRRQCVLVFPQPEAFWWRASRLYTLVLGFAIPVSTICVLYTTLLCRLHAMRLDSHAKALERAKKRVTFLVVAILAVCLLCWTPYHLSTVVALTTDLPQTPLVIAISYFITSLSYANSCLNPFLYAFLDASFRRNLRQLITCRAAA
TAAR1 antagonist = human TAAR1 antagonists, primary screen, Fluo-8 calcium fluorescence, CHO RD-HGA16 cells. Trace amine-associated receptor 1 (Homo sapiens), Q96RJ0. antagonist. inhibition, % at 3 µM. 360,000 tested, 1.5% active. AID 624466, 2012;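 active = inhibition above a per-plate cutoff, the mean inhibition of test compounds on that plate plus 3 SD, cut at about 49% in these data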;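 also: 0% = DMSO plus EC80 beta-PEA response and 100% = DMSO alone without agonist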
Target sequence (Q96RJ0 whole entry, looked up): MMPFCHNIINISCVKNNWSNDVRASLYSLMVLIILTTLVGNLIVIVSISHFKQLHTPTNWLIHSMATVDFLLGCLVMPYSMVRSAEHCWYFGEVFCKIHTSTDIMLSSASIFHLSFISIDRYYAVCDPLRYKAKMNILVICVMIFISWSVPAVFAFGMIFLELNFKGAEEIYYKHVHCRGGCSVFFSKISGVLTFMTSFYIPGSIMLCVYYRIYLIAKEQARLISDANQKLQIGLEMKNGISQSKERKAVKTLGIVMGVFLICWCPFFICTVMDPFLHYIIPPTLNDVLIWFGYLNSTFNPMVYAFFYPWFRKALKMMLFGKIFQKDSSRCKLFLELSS
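Test system: CHO RD-HGA16 cells bearing hTAAR1 | Reagent: β-PEA, EC80 | Compound dosing: 3 µM, single point | Schedule: Dye loading 75 min at 37 °C, then 30 min room temperature | Signal: Calcium fluorescence with Fluo-8 | Evaluation: Percent inhibition of PEA-evoked calcium signal, max/basal emission ratio | Control set: DMSO-only wells and EC80 β-PEA-stimulated wells | Repeats: Singlicate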
CHO-K1 Ca ag = counter-screen for M1 agonists: effect in parental CHO-K1 cells; Fluo-8 calcium fluorescence; scaled to maximal ATP response, vehicle zero; activation, % at 3 µM; 360,000 tested, 0.48% active; in the data active = activation above about 15%;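 also: untransfected CHO-K1 host cells lacking M1 receptor as counterscreen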
OXTR agonist = human OXTR agonists, primary screen, fluorescence, CHO-OTR cells, Fluo-8 calcium. Oxytocin receptor (Homo sapiens), P30559. Fluo-8 calcium fluorescence; normalized: DMSO 0%, oxytocin 100%. activation, % at 3 µM. 320,000 tested, 0.32% active;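 active = activation above the mean of all tested compounds plus 3 SD, cutoff set per screening run, cut at about 20% in these data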;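 also: peak over basal fluorescence ratio from a 100 s FLIPR kinetic read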
CHO-K1 Ca antag = counter-screen for M1 antagonists: effect in parental CHO-K1 cells; 360,000 tested, 0.6% active; AID 602250; inhibition, % at 3 µM; ATP-induced calcium, Fluo-8 fluorescence;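 active = inhibition above a per-plate cutoff, the plate's mean sample inhibition plus 3 SD, cut at about 24% in these data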;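 also: 0% = DMSO plus EC80 ATP and 100% = DMSO alone without ATP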
CHO-K1 Ca PAM = nonselective calcium activators in parental CHO-K1 cells, primary screen, counter-screen for M1 PAM project, cell-based, Fluo-8 calcium fluorescence, full deck, 1536-well | 360,000 tested, 0.02% active | ATP EC20; 0% at ATP EC20, 100% at ATP max | activation, % at 3 µM | AID 602247, 2012;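 active = activation above the run cutoff, the mean activation of all test compounds plus 3 SD, cut at about 40% in these data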;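 also: peak over basal fluorescence ratio in a 140 s read after ATP addition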
CHO parental Ca = ATP-evoked calcium signal inhibitors, parental CHO, primary screen, counter-screen for OX1R antagonist project, cell-based, fluorescence, Fluo-8 calcium dye; 330,000 tested, 0.63% active; parental CHO-K1, ATP-induced calcium, Fluo-8 fluorescence; inhibition, % at 5.6 µM; AID 463079, 2010;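 active = inhibition above that plate's mean sample inhibition plus 3 SD, cut at about 26% in these data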;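 also: 0% = ATP-challenged DMSO wells and 100% = DMSO wells without ATP; some compounds past the cut are filed as inactive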
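Test system: parental CHO cells; detection: calcium-sensitive Fluo-8 fluorescence; evaluation: percent inhibition of calcium signal; also added: ATP as calcium-mobilizing challenge; repeats: one well per compound; control set: ATP-challenged DMSO wells low, unchallenged DMSO wells high; compound: single nominal dose of 5.6 µM per compound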
Numbers without * were called inactive; x = no result given.

SMILES | V1aR counter | OXTR potentiate | GPR7 antag | TAAR1 antagonist | CHO-K1 Ca ag | OXTR agonist | CHO-K1 Ca antag | CHO-K1 Ca PAM | CHO parental Ca
COc1ccc2c(OC)c3ccoc3nc2c1OC | -1.1 | 0.3 | -0.1 | -15.6 | 0.0 | -1.9 | -2.7 | 1.0 | -6.6
COc1ccc(C(=O)N[C@H](C(=O)Nc2ccc(OC)nc2)C(C)C)cc1 | -1.2 | -3.9 | -7.5 | -13.6 | -0.1 | -1.3 | -8.4 | 8.1 | -11.4
Cc1ccc2c(c1)sc1nc(=O)n(-c3ccc(Cl)c(Cl)c3)c(=O)n12 | -0.8 | -1.5 | -5.7 | 16.9 | 1.3 | 0.7 | 7.9 | 7.7 | 7.6
CC(NC(=O)COc1cccc(Br)c1)C(=O)O (stereo unspecified) | 1.0 | 2.3 | -13.7 | -18.3 | 0.9 | 1.1 | -8.3 | 20.5 | -3.1
CCc1cccc(CC)c1NC(=S)Nc1ccccc1 | 1.4 | 2.9 | -0.7 | 6.1 | 0.0 | -0.3 | -3.2 | 15.6 | -5.1
Cc1c(NC(=O)c2ccc(-c3ccc([N+](=O)[O-])cc3Cl)o2)c(=O)n(-c2ccccc2)n1C | 0.2 | -1.9 | -5.6 | -13.6 | -0.4 | -2.3 | 4.2 | 3.3 | -20.2
CC(C)(C)C(=O)Nc1nc(NC(=O)C(C)(C)C)nc(-c2ccccc2Cl)n1 | -0.5 | 0.6 | -11.8 | -6.4 | -0.3 | -1.6 | -6.5 | 8.0 | -1.3
CC1(C)CC(=O)C(C=Nc2ccc(N)cc2)=C(O)C1 | 0.1 | -6.4 | -12.6 | 3.4 | -0.4 | 0.2 | -12.4 | 17.6 | -18.2
CN(N)c1nc(C(F)(F)F)nc2ccccc12 | -0.6 | -2.1 | -13.5 | 4.6 | -0.2 | -1.6 | 20.1 | -14.0 | -15.5
COc1ccc(N(CC(=O)Nc2ccc(OC)c(OC)c2)S(=O)(=O)c2ccccc2)cc1Cl | -1.5 | -4.9 | -16.2 | -4.3 | 0.6 | -0.9 | -2.5 | -9.4 | -16.0
C=C1C[C@H](O[C@@H]2O[C@H](CO)[C@@H](O)[C@H](O)[C@H]2O)[C@@H]2[C@H](OC(=O)[C@H]2C)[C@H]2[C@H](C)[C@@H](O)C[C@@H]12 | 0.1 | -4.9 | x | 8.4 | 0.3 | 0.3 | -11.6 | 20.7 | -3.6
O=C(NCC(c1ccco1)N1CCc2ccccc21)C(=O)Nc1ccc(F)cc1F (stereo unspecified) | -1.1 | -14.9 | x | -27.6 | 0.6 | -2.2 | 7.7 | -0.3 | -13.7
COc1ccc(CCNc2nc(-c3ccc(F)cc3)c(CC(=O)O)s2)cc1OC | 3.4 | -8.7 | -12.9 | 8.3 | 0.4 | 4.1 | -11.5 | 4.3 | -19.6
COc1ccc(NC(=S)NC(=O)c2cccnc2)cc1 | -0.5 | 4.3 | -6.6 | -7.3 | 0.8 | 2.2 | 3.0 | 3.5 | 6.6
O=C(CCCSc1ccc(Cl)cc1)Nc1ccccc1O | 3.1 | -5.6 | 5.3 | x | 2.2 | 1.1 | 2.4 | -18.3 | 8.0
Cc1c(CCOC(=O)C23CC4CC(CC(C)(C4)C2)C3)sc[n+]1CC(=O)c1ccccc1 | -0.6 | -11.7 | -9.4 | -11.1 | 0.4 | -0.7 | -13.5 | 3.8 | -21.4
O=C(NCc1csc(-c2cccs2)n1)c1ccccc1 | -1.3 | -1.0 | 4.2 | -2.9 | 1.1 | -1.6 | -6.6 | 18.5 | -15.2
Cc1cc(NC(=O)COC(=O)c2cnccn2)ccc1Br | 0.9 | -4.8 | x | -13.0 | 2.6 | 4.1 | -7.3 | 9.9 | -10.2
O=C1C(Oc2ccc(Cl)cc2)C(c2ccc3c(c2)OCO3)N1CC1CCCO1 (stereo unspecified) | 3.6 | -19.9 | 4.6 | 50.3* | 5.8 | -0.2 | 10.7 | -4.6 | -5.8
O=C(NCCc1ccccc1)C(=Cc1ccc(C(=O)O)cc1)C(=O)NCCc1ccccc1 | 0.6 | -13.7 | -8.5 | 0.7 | 0.8 | -0.3 | -9.2 | 4.8 | -7.2
COc1ccc(NC(=O)CSc2nnc3c4c(nc(-c5ccccc5)n23)CC(C)(C)OC4)cc1 | 2.4 | -4.0 | 5.9 | -3.7 | 2.0 | -0.6 | -15.6 | 30.6 | -12.1
O=C(NCc1ccc2c(c1)OCO2)c1nc(Cn2ccc([N+](=O)[O-])n2)no1 | 0.9 | -1.2 | -5.6 | -7.0 | 1.4 | 1.6 | -12.5 | 5.4 | -2.5
COc1ccccc1-n1c(N)cc(=O)nc1SCC(=O)Nc1cc(C)on1 | 0.0 | -17.2 | 5.4 | -16.5 | -0.1 | 0.2 | -1.2 | 21.2 | -7.9
Cc1ccccc1C(=O)c1cccn1CC(=O)NC(C)c1ccccc1 (stereo unspecified) | -0.4 | -3.3 | 2.5 | 0.5 | -0.6 | -1.3 | -20.3 | 1.8 | -10.1
O=C(Nc1cnc2ccccc2c1)N1CCOCC1 | 0.5 | -5.3 | -12.1 | -13.2 | -0.6 | -0.3 | -1.1 | 4.4 | -8.1

A second format for some results above:
| Structure | V1aR counter | OXTR potentiate | GPR7 antag | TAAR1 antagonist | CHO-K1 Ca ag | OXTR agonist | CHO-K1 Ca antag | CHO-K1 Ca PAM | CHO parental Ca |
| --- | --- | --- | --- | --- | --- | --- | --- | --- | --- |
| COc1ccc(NC(=O)CSc2nnc3c4c(nc(-c5ccccc5)n23)CC(C)(C)OC4)cc1 | 2.4 | -4.0 | 5.9 | -3.7 | 2.0 | -0.6 | -15.6 | 30.6 | -12.1 |
| O=C(NCc1csc(-c2cccs2)n1)c1ccccc1 | -1.3 | -1.0 | 4.2 | -2.9 | 1.1 | -1.6 | -6.6 | 18.5 | -15.2 |

The listing continues.
SMILES | V1aR counter | OXTR potentiate | GPR7 antag | TAAR1 antagonist | CHO-K1 Ca ag | OXTR agonist | CHO-K1 Ca antag | CHO-K1 Ca PAM | CHO parental Ca
Cc1cc(N2CCN(C)CC2)nc2ccc(NC(=O)CCC(=O)NCc3ccco3)cc12 | 0.9 | 2.9 | -0.8 | -7.9 | -0.1 | 1.6 | 2.3 | 10.3 | -7.5
Cc1ccsc1C(=O)OCC(=O)N(C)C1CCCCC1 | -0.3 | -3.0 | x | -3.1 | 2.9 | 0.8 | 5.3 | -12.3 | -16.1
CCS(=O)(=O)N1CCC(C(=O)Nc2ccc(C(C)=O)cc2)CC1 | 0.1 | -5.1 | -13.8 | -0.1 | 0.3 | 0.8 | -8.1 | 11.6 | -2.5
Cc1cc(C)c2c(CC(=O)Nc3nccs3)coc2c1 | 4.5 | -7.5 | 0.4 | 9.0 | 0.1 | 0.0 | -8.0 | -1.2 | -0.8
CCCCn1c(CCNC(=O)c2cccs2)nc2ccccc21 | 0.1 | -3.3 | 8.5 | 14.5 | 2.6 | 1.4 | -7.0 | -6.6 | -18.6
CCN(CC(=O)NCc1cccs1)c1ccc(S(=O)(=O)N2CCCC2)cn1 | -0.1 | -1.5 | -4.1 | -3.7 | 1.0 | 0.8 | -5.0 | 13.4 | -19.5
Cc1ccc(NC(=O)CSc2nnc(-c3ccco3)c(-c3ccco3)n2)cc1 | -0.6 | -8.3 | 8.7 | 2.5 | 0.1 | -0.8 | -3.3 | 5.9 | 6.9
NC(=O)CC(NC(=O)Cc1cccc2ccccc12)c1ccc(N2CCN(c3ccc(F)cc3)CC2)c([N+](=O)[O-])c1 (stereo unspecified) | 0.5 | -19.4 | x | 8.9 | 0.4 | 0.1 | -14.9 | 14.5 | -5.8
Cc1cccc(NC(=O)Nc2ccc(Cl)c(Cl)c2)n1 | 0.4 | -15.6 | 0.3 | 28.5 | 1.0 | -0.2 | 6.8 | 3.0 | 1.9
CCOC(=O)C1(CCOc2ccccc2)CCN(Cc2cc(OC)c(O)c(OC)c2)CC1 | 0.4 | 4.3 | -10.2 | 5.9 | 0.0 | -0.1 | 4.8 | -10.4 | -13.4
CC(C)Oc1cccc(C(=O)Nc2ccc(N3CCN(C)CC3)cc2)c1 | -0.3 | -13.0 | -11.2 | 0.1 | 3.6 | 1.6 | -4.6 | 3.3 | 11.9
OCCCNc1ncnc2c1ncn2[C@H]1CN(Cc2cccs2)C[C@@H](CO)O1 | x | x | x | 1.9 | -0.1 | x | 15.1 | -12.5 | x
COc1ccc(NC(=O)C2CCN(S(C)(=O)=O)CC2)cc1 | 0.1 | 2.7 | -3.5 | 2.6 | 0.3 | 2.2 | -11.4 | 18.2 | -6.7
COC1=CC(=O)C=C(OC)C1=O | x | x | x | 4.1 | 2.8 | x | 1.6 | 21.4 | x
Cc1ccsc1-c1cc2nc(NCCCN(C)C)n(C)c(=O)c2s1 | x | x | x | -12.8 | 0.0 | x | -6.8 | -2.8 | x
CC1(C)OCC(C2CC(c3ccccc3)NS(=O)(=O)O2)O1 (stereo unspecified) | 0.1 | -1.4 | 0.0 | 10.1 | -0.1 | -0.6 | 0.9 | -3.2 | -5.0
Cc1ccccc1OCC(=O)NC(=S)Nc1ccccc1N1CCN(S(C)(=O)=O)CC1 | 1.1 | -9.4 | -13.2 | 44.8 | 1.1 | -1.2 | -10.2 | -14.1 | -22.8
CN(NC(=O)/C=C/C(=O)O)c1ncc(C(F)(F)F)cc1Cl | 0.1 | -6.3 | -2.1 | 5.4 | -0.1 | 0.1 | 2.8 | 11.9 | -11.1
Cc1ccc(S(=O)(=O)N(C)c2nc3ccccc3n3c(C(C)C)nnc23)cc1 | 0.7 | -0.8 | -21.7 | -9.4 | 0.4 | -0.4 | -10.4 | 7.3 | -18.6
Cc1ccc(S(=O)(=O)N2CCOC2CNC(=O)C(=O)NCc2ccco2)cc1 (stereo unspecified) | 0.9 | -4.1 | -5.9 | -5.9 | 0.2 | -1.6 | 1.2 | 1.7 | -19.1
CCOc1ccc2nc(NC(=O)C(CCSC)NS(=O)(=O)c3cccs3)sc2c1 (stereo unspecified) | -0.2 | -14.4 | -8.8 | x | 0.6 | 3.9 | 6.8 | 5.2 | -17.3
COc1ccc(NC(=O)c2ccccc2N(Cc2ccccc2)S(C)(=O)=O)cc1 | 1.4 | -4.6 | -2.4 | 18.1 | 0.8 | 4.4 | -13.6 | 2.1 | -1.0
O=C(NCc1cccs1)c1ccc(S(=O)(=O)N2CCCCC2)cc1 | 0.2 | -20.7 | -7.8 | 8.5 | 0.9 | -1.4 | -5.0 | 17.6 | 4.4

Bioassay records (PubChem BioAssay)
